ALOX15 inhib – blocks human 15-lipoxygenase activity | AID 887 | purified 15hLO-1, xylenol orange hydroperoxide absorbance | P16050 | Potency, µM (series often up to 57.1 µM), without a hit: top-dose activity change, negative = inhibition, most hits filed as inhibitors | 74,000 compounds, 1.4% hits; also: potency is read from the fitted curve at half-maximal effect; % is scaled to controls: 0 for no effect and ±100 for the full control effect; nearly all actives have a fitted effect of over 55% in size
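Compounds were preincubated 15 min at room temperature with 40 nM purified human enzyme (25 mM Hepes pH 7.5, 0.01% Triton X-100); 50 uM arachidonic acid reacted 6 min. Fe-xylenol orange detection, 30 min, absorbance ratio 573/405 nm.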
USP2a inh – blocks human ubiquitin-specific protease USP2a; Potency, µM (series often up to 38.3 µM), for inactives: top-dose activity change, negative = inhibition, most hits filed as inhibitors; 60,000 compounds, 0.1% hits; O75604; AID 927; USP2a enzymatic assay, qHTS inhibition;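 also: potency is read from the fitted curve at half-maximal effect; nearly all actives have a fitted effect of over 60% in size; plate controls were DMSO for no effect and NEM full inhibition control for full effect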
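Inhibition is measured in a cell-free coupled assay with 20 nM USP2 core, 20 nM Ub-PLA2 and 20 uM NBD C6-HPC, 2.5 h incubation. Activity normalized to NEM control.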
HADH2 inhib – inhibitors of human HADH2 dehydrogenase; Q99714; recombinant HADH2, NADH fluorescence, beta-hydroxybutyryl-CoA; Potency, µM (titrated, usually from 57.1 µM), without a hit: at the top dose activity change, negative = inhibition, usual class: inhibitors; 73,000 compounds, 3.4% hits; also: potency is read from the fitted curve at half-maximal effect; % is scaled to controls: 0 for no effect and ±100 for the full control effect; nearly all actives have a fitted effect of over 60% in size; many of its hits are not listed in these tables
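NADH fluorescence (ex 360/em 450 nm) read every 30 s for 4 min; activity taken as last-minus-first time point difference. Enzyme 20 nM, NAD+ 1 mM, beta-hydroxybutyryl-CoA 90 uM, pH 9.0 Tris buffer.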
HBB splicing – modulators of hemoglobin beta chain splicing. HBB splicing reporter cell assay, activation; EGFP reporter with mutant IVS2-654 intron; response scale: normalised to 500 nM splice-correcting PNA. Potency, µM (series often up to 46.1 µM), inactives show at the highest dose activation, most hits filed as activators. 65,000 compounds, 0.06% hits. AID 925; also: potency is read from the fitted curve at half-maximal effect; 0% is about no effect
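Compounds were applied for 2 days to HeLa EGFP-654 cells, 500/well in Optimem with 2% FCS. The reporter's EGFP is disrupted by mis-splicing of beta-globin intron IVS2-654. Readout: summed well GFP fluorescence from 488 nm laser scanning; reference was 500 nM antisense […] 654 PNA.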
CRE-bla Fsk – modulators of forskolin-stimulated CRE signaling in CHO cells | CHO CRE-bla reporter (cAMP response element driving beta-lactamase), forskolin EC10, beta-lactamase ratio | 71,000 compounds, 2.5% hits | AID 662 | Potency, µM (highest dose often 38.2 µM), for the others: top-dose activity change, negative = inhibition, most hits filed as activators; active = well fitted activation curve with a large enough effect in the signal ratio, with a control signal flat, not every such curve was filed as active; inconclusive = small, poorly fitted or top-dose-only effect, or effect the other way, or a change in a side signal; the % refers to the signal ratio; also: potency is read from the fitted curve at half-maximal effect; % of control where 0% means no effect
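Titrated compounds plus EC10 NKH 477 on CHO CRE-bla cells, 3 h, 37 °C. CCF4, 2 h RT. Ratio 460/530 nm → AC50.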
Pol III holo inh – DNA polymerase III holoenzyme inhibition. 71,000 compounds, 0.25% hits. Potency, µM (titrated, usually from 57.1 µM), without a hit: at the top dose activity change, negative = inhibition. reconstituted DNA polymerase III holoenzyme replication, biochemical; also: potency is read from the fitted curve at half-maximal effect; % is scaled to controls: 0 for no effect and ±100 for the full control effect
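Reconstituted *E. coli* holoenzyme (0.35 nM Pol III, 1 nM beta, 154 nM SSB, 2 nM primase) was preincubated with compound for 15 min at RT. Synthesis on 1.4 nM ssM13Gori ran 35 min, then was stopped with PicoGreen/EDTA and read as dsDNA fluorescence.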
GFP derepression – epigenetic GFP locus derepression in mouse cells; mouse C127i GFP locus derepression, cytometry, 30 h; Potency, µM (highest dose often 46.1 µM), for the others: at the highest dose GFP derepression (activation); 68,000 compounds, 0.09% hits; also: % of control where 0% means no effect
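Read-out is the number of GFP-positive cells, scored as fluorescent objects 20 to 120 um wide, reflecting derepression of a silenced CMV-GFP reporter in murine C127i cells after 30 h compound exposure at 37 C.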
UbGFP stabilizer – inhibits proteasome, raising ubiquitin-GFP reporter fluorescence; Ubiquitin-GFP reporter cells, proteasome inhibition, GFP fluorescence; response scale: untreated = 0%, 10 µM MG-132 = 100%; Potency, µM (titrated, usually from 45.9 µM), without a hit: top-dose activation (GFP accumulation), actives largely listed as activators; 67,000 tested, under 10 active; AID 526; active = well fitted activation curve with a large enough effect, not every such curve was filed as active; inconclusive = small, poorly fitted or top-dose-only effect, or another doubt; inactive = no such curve, though single readings can be large or run the other way; also: potency is read from the fitted curve at half-maximal effect
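Reporter cells (U2OS, ubiquitin-G76V-GFP fusion) are plated overnight, then treated 4 hr at 37 °C with compound titrations from 46 uM down to 2.9 nM. Activity is scaled against untreated cells and 10 uM MG-132.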
Hsp90 Hop PPI – changes Hsp90-Hop TPR2A binding signal, up or down; AID 595; 71,000 compounds, 0.44% hits; AlphaScreen TPR2A-His6 binding biotin-Hsp90 C-terminal peptide; Potency, µM (titrated, usually from 57 µM), inactives show at the highest dose activity change, negative = inhibition; active = well fitted curve in either direction with a large enough effect; inconclusive = small, poorly fitted or top-dose-only effect, or another doubt; also: potency is read from the fitted curve at half-maximal effect; % is scaled to controls: 0 for no effect and ±100 for the full control effect; many of its hits are not listed in these tables
BRCT PPI green – inhibitors of human BRCA1 BRCT-phosphoprotein interaction (green fluorophore); P38398; BRCA1 BRCT-phosphopeptide binding, green fluorescence polarization; Potency, µM (top dose mostly 76.9 µM), inactives show at the top dose activity change, negative = inhibition, hits mostly inhibitors; 75,000 compounds, 0.05% hits; AID 875;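 also: potency is read from the fitted curve at half-maximal effect; plate controls were peptide without protein for full effect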
Target sequence (P38398 whole entry, looked up): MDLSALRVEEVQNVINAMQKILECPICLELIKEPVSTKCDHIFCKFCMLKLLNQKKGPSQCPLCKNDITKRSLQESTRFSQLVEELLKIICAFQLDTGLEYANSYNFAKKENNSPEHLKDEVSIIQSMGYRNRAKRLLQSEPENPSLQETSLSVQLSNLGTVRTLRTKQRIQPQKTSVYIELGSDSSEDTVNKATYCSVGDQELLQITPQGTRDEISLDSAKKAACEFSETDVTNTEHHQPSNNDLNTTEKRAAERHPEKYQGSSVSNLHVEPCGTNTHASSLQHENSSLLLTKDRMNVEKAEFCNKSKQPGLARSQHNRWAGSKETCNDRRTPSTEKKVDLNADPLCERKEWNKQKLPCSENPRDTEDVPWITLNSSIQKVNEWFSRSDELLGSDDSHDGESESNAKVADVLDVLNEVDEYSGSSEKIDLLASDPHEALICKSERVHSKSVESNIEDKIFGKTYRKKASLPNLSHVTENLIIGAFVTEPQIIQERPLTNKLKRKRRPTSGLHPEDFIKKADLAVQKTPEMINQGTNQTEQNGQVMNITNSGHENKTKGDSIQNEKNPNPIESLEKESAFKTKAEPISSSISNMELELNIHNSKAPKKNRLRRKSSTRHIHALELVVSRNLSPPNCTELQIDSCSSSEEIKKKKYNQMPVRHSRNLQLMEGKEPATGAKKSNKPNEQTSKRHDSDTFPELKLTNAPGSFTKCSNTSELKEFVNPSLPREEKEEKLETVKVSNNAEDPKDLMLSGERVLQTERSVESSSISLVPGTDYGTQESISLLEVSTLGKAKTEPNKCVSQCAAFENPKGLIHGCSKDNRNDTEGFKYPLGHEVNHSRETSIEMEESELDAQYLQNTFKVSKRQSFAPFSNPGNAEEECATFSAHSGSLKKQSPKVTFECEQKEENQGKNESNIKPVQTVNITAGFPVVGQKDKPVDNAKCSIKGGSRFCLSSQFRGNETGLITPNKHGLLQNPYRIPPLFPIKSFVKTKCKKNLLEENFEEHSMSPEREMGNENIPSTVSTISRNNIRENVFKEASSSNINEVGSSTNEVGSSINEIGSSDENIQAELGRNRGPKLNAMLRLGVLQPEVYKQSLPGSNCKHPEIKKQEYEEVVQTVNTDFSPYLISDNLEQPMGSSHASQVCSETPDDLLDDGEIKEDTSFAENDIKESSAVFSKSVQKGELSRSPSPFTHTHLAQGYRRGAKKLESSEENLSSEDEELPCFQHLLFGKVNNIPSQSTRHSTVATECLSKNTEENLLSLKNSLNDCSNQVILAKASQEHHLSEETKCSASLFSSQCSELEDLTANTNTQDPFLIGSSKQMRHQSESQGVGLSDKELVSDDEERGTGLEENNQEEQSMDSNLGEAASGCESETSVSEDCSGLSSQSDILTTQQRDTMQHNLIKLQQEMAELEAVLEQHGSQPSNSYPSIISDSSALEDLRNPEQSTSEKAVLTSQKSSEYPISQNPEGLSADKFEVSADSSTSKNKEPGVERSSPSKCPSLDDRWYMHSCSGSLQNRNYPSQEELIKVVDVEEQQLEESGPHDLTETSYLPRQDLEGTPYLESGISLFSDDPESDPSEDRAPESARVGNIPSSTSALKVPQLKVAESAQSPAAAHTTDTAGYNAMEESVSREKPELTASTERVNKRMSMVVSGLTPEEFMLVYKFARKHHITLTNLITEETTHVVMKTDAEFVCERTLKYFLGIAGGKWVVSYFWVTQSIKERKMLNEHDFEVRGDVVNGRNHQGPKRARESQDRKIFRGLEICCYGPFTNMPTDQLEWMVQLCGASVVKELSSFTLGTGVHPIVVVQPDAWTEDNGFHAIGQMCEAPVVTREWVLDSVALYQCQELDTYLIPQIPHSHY
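Fluorescence polarization: His-tagged BRCT (~35 kDa BRCA1 C-terminus, 250 nM) bound to 100 nM fluorescein-labeled phosphorylated 10-aa BACH1 peptide, pH 7.3 phosphate buffer with DTT and Tween 20. Compounds incubated 12 min at room temperature; inhibition read as lowered polarization.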
BRCT inh red – disrupts BRCA1 BRCT binding to phosphoprotein, red fluorophore readout; P38398; 75,000 compounds, 0.03% hits; Potency, µM (highest dose often 76.9 µM), for the others: at the top dose activity change, negative = inhibition, most hits filed as inhibitors; BRCT-phosphopeptide binding, red fluorescence polarization; also: % is scaled to controls: 0 for no effect and ±100 for the full control effect
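Fluorescence polarization: 100 nM His-tagged BRCA1 BRCT with 100 nM TAMRA-labelled phospho-BACH1 decapeptide, phosphate buffer pH 7.3 with 150 mM NaCl, DTT, 0.01% Tween 20; 12 min RT. Binding inhibition seen as FP decrease.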
* marks the source's active call; other numbers are inactive results; ? = inconclusive; . = not tested or not shown; & = joins results of further samples; [ ] = another dose, or the depositor's remark. Unless noted, calls follow the shape of the dose curve; as a rule, active = well fitted curve in the direction sought with a large enough effect; inconclusive = small, poorly fitted or top-dose-only effect, or another doubt; inactive = no such curve, though single readings can be large; an effect the other way counts as inactive or inconclusive. These rows are one share of the data; the hit share may differ from the screen's.

SMILES | ALOX15 inhib | USP2a inh | HADH2 inhib | HBB splicing | CRE-bla Fsk | Pol III holo inh | GFP derepression | UbGFP stabilizer | Hsp90 Hop PPI | BRCT PPI green | BRCT inh red
CCOC(=O)CSc1nc(N)nc(C)c1Br | 4%[11.4 µM] | 2%[7.66 µM] | 4%[11.4 µM] | 0.2%[0.0738 µM] | ? | -3%[11.4 µM] | -2% | -11%[9.17 µM] | -5%[11 µM] | -2.6% | 1.3%
C=CCc1ccccc1OCC(O)CN1CCN(c2ccc(C)cc2)CC1 (configuration not stated) | -22% | -4% | 2% | 4.2% | -11% | -3% | 0% | 12% | -8% | 1.9% | -1.9%
C=CCN(CC=C)C(=O)CN1C(=O)c2ccccc2C1=O | 7% | 4% | -2% | . | -1% | -2% | -1% | -4% | -1% | -0.2% | -0.4%
Cc1cc(Br)ccc1NC(=O)C1CCCO1 (configuration not stated) | -1% | 4% | 0% | -0.1% | -4% | -4% | 0% | -4% | -2% | 0.2% | 0.8%
Cn1c(C(=O)O)c(CC(=O)Nc2ccccc2F)c2ccccc21 | -4% | 0% | -5% | -0.6% | 0% | -2% | 2% | -5% | -4% | -1.3% | 0.2%
Cc1ccccc1 | -3%&-4% | . | 5%&-2% | 0.6%&0.0% | ? | -8%&-5% | . | . | -1%&-1% | -1.1%&0.0% | 1.0%&1.1%
COC(=O)CSc1nnc(-c2ccco2)n1-c1ccc(C)cc1 | 7% | 6% | -13% | . | 5% | -3% | 2% | -1% | -3% | 0.1% | 1.1%
CSc1ccc(S(=O)(=O)NC2CCCCCC2)cc1 | -30% | -14% | -4% | -0.5% | 14% | -4% | 2% | -10% | 8% | 2.4% | 2.0%
CN(C)c1ccc(C(c2nnnn2C(C)(C)C)N2CCc3ccccc3C2)cc1 (configuration not stated) | 5% | 3% | 8% | . | 0% | -3% | 0% | -4% | -2% | -1.5% | 1.3%
CCS(=O)(=O)N1CCN(c2nc(-c3ccccc3)cs2)CC1 | -10% | 16% | -13% | . | 5% | -1% | -2% | -2% | -13% | -1.4% | -0.3%
CCn1c2ccccc2c2nnc(SCC(=O)NC(CC(C)C)C(=O)OC)nc21 (configuration not stated) | -5% | 8% | 11% | 2.1% | 7.9µM* | 3% | -2% | 3% | 0% | -2.3% | -0.1%
O=c1nc2n(c3c1oc1ccccc13)Cc1ccccc1-2 | -3% | -7% | ? | -0.2%[57.5 µM] | ? | -12% | 2% | 12% | 0% | -1.2% | -2.4%
CNc1cccccc1=S | -30% | 6% | ? | -0.2%[57.5 µM] | -10% | ? | 4% | -1% | -8% | -3.8% | -0.5%
CCCCOc1ccc(S(=O)(=O)N2CCCCCC2)cc1 | -8% | -17% | -1% | -0.5%[9.22 µM] | -6% | 0% | 2% | -10% | ? | -1.6% | -1.2%
O=C(NCCCNC(=O)NC1CCCCC1)NC1CCCCC1 | 3% | 2% | 19% | 1.6% | 5% | 0% | 0% | 10% | 2% | -0.8% | 0.8%
COCCn1c(SCC(=O)NCc2ccco2)nc2cccnc21 | -9% | 1% | -4% | -1.6% | -3% | 36% | 2% | -4% | -2% | 0.4% | 0.3%
Cc1ccc(/C(COc2ccccc2O)=N\O)cc1 | -14% | 3% | -5% | -0.6% | ? | -2% | 1% | -4% | -4% | -1.8% | -0.2%
O=C(CN(Cc1ccco1)C(=O)CCC(=O)Nc1ccccn1)NCCc1ccccc1 | -6% | . | 14% | -0.1%[57.5 µM] | -7% | -4% | 1% | 2% | -5% | -2.5% | -2.0%
Cn1c(C(=O)N2CCN(c3ccc(Cl)cc3)CC2)cc2c(=O)n(C)c3ccccc3c21 | 1% | . | 1% | -1.2% | 0% | -2% | . | 6% | -5%[2.3 µM] | 0.5% | 0.8%
CCCn1c(=C(C#N)C#N)s/c(=C2\C=Cc3ccccc3N2CC)c1=O | 3% | -3% | 0% | 4.7% | 6% | -5% | -2% | 2% | -5% | -2.1% | -1.6%
O=C(CSc1nnc(-c2ccccc2)o1)NC1CCCCC1 | 4% | -4% | -1% | -0.7% | 4% | -6% | 0% | 1% | -4% | 0.1% | -1.6%
CC(C)Nc1nc(NC(C)C)nc(N(C)C(N)=O)n1 | 1% | 7% | 12% | 0.1%[57.5 µM] | 10µM* | -4% | -1% | -2% | 2% | -1.4% | -0.4%
C[C@](N)(Cc1ccc(O)c(O)c1)C(=O)O | ? | 0% | 0.13µM* | . | ? | -6% | -1% | 2% | -3% | -2.2% | 2.3%
C=CCNC(=O)C1CC(=O)N(c2ccc(OCC(=O)Nc3ccc(C)cc3)cc2)C1 (configuration not stated) | -18% | 10% | -2% | 2.4% | 1% | -27% | -1% | -5% | 3% | -3.1% | -1.6%
O=C(c1ccc(Cn2cc(Br)cn2)o1)n1cccn1 | 14% | 2% | ? | -1.0% | -4% | -6% | -2% | -3% | ? | 0.0% | 0.0%
Cc1ccc(S(=O)(=O)N(C)CC(=O)N2CCN(c3ccccn3)CC2)cc1 | -1% | 7% | ? | 0.8% | -2% | -6% | -2% | 0% | 2% | 1.0% | 1.9%
CCNc1nc(Oc2ccc(C(=O)OC)cc2)nc(N(C)C)n1 | -2% | 8% | -1% | 0.4% | 19% | 2% | -1% | -5% | -2% | -1.9% | 0.3%
N=c1c2c(-c3ccccc3)c(-c3ccccc3)oc2ncn1CCN1CCOCC1 | -23% | 50%[activator] | 9% | 7.7%[0.369 µM] | ? | -10% | 0% | -1% | ? | 1.6% | -1.1%
CCc1nc(SCCO)c2oc3ccccc3c2n1 | 3% | -2% | 1% | 3.1%[0.369 µM] | 4µM* | -7% | -2% | . | -1% | -4.3% | -2.3%
CCOc1ccccc1N(CC(=O)Nc1ccc(C)cc1)S(C)(=O)=O | 0%[11.4 µM] | 11%[7.66 µM] | 9%[11.4 µM] | 2.3%[0.0738 µM] | ? | -6%[11.4 µM] | -2% | 3%[9.17 µM] | -5%[11 µM] | 1.0% | 0.2%
N=C(N)SCCc1ccccn1 | 10%&0%[11.4 µM] | . | 0%&-7%[11.4 µM] | 5.9%&1.3%[9.22 µM] | ? | -5%&0%[11.4 µM] | 5%&7%[9.22 µM] | 15%&-3%[9.17 µM] | 2%&-5%[11 µM] | 0.0%&0.2%[15.4 µM] | 1.1%&0.5%[15.4 µM]
Cc1ccnc(Nc2nc(-c3c(C)nc4sccn34)cs2)c1 | -20% | 20% | 4% | . | ? | -2% | 4% | -1% | -15% | -0.8% | -0.3%
O=C(NC1CCCCC1)N(Cc1nc2ccccc2c(=O)[nH]1)C1CCCC1 | -9% | 16% | 30% | 2.0% | 8% | 1% | 0% | -2% | 0% | 0.3% | 0.8%
COc1ccc(S(C)(=O)=O)cc1S(C)(=O)=O | 2% | -8% | 2% | 0.2% | 5% | -2% | 4% | 0% | -5% | -1.4% | -1.4%
CC1Cc2ccccc2N1C(=O)Cn1c(=O)oc2cc(S(=O)(=O)N3CCCCC3)ccc21 (configuration not stated) | 5% | . | 4% | ? | ? | 4% | 0% | -1% | 0% | 9.3% | 0.0%
CCCCNC(=O)CN1CCC2(O)CCCCC2C1c1ccccc1OC (configuration not stated) | 5% | 6% | 13% | -1.5%[57.5 µM] | -5% | 0% | 0% | 4% | -1% | 0.3% | -0.5%
COc1ccc(-c2cc(C(=O)NCc3ccccc3)no2)cc1OC | -2% | 1% | . | -1.7% | -5% | 0% | 2% | 11% | ? | -3.9% | -1.3%
Cc1cc(Nc2nc3c(c(=O)n(C)c(=O)n3C)n2C)n(-c2ccccc2)n1 | 4% | 0% | 17% | 1.4%[57.5 µM] | 1% | -1% | 0% | -1% | ? | -4.9% | -0.3%
COCCNC(=O)CC(NS(=O)(=O)c1ccc(C)cc1)c1ccco1 (configuration not stated) | 7% | -1% | 0% | 0.4% | -8% | -2% | 4% | -9% | ? | -1.3% | -0.7%
Cn1nnnc1SCC(=O)Nc1ccccc1-c1ccccc1 | 4% | 1% | 0% | -0.7% | -3% | -4% | 0% | -13% | -6% | 0.3% | 0.1%
